Source: PubChem BioAssay (National Center for Advancing Translational Sciences (NCATS))
Apoferritin bind: binds horse apoferritin like a general anesthetic; P02791; Potency, µM (doses to about 77.5 µM), for the others: top-dose activity change, negative = displacement, actives largely listed as inhibitors; AID 485281; apoferritin/1-aminoanthracene competitive binding, fluorescence; hit rate 0.074% among 350,000; also: potency is read from the fitted curve at half-maximal effect; % is scaled to controls: 0 for no effect and ±100 for the full control effect; nearly all actives have a fitted effect of over 20% in size
Target sequence (P02791 2-175 limits assumed): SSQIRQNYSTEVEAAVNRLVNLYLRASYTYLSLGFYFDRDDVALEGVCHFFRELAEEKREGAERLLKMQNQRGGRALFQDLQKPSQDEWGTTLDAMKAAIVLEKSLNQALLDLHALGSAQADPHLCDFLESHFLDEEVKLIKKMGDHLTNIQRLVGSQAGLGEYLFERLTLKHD
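Horse-spleen apoferritin (10 uM) was mixed with 50% saturated 1-aminoanthracene in PBS, exposed to compounds for 10 min at room temperature, and read for fluorescence (ex 380 nm, em 535 nm). Competitive displacement was fitted with a four-parameter Hill equation.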
LDHA block: LDHA (human) enzyme inhibition; P00338; purified LDHA, NADH/diaphorase-resazurin fluorescence; stronger effect = lower value; activity change, % (values are at about 110 or 230 µM); hit rate 0.15% among 480,000; in the data active = activity change below about -30%; inconclusive = mostly about -25% to -30%;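 also: plate controls were DMSO wells for no effect and wells without enzyme for full effect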
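LDH5 2 nM; NADH 0.06 mM, pyruvate 0.2 mM; 200 mM Tris pH 7.4, EDTA, Tween-20; 5 min RT. Detection: diaphorase 0.133 mg/mL + resazurin 37 µM, fluorescence ex540/em590 at 0 and 20 min; normalized to enzyme-free and DMSO wells.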
Pol kappa inh: blocks human DNA polymerase kappa activity | AID 588579 | hit rate 0.53% among 400,000 | purified Pol kappa, fluorescent DNA synthesis assay, 10 min | Q9UBT6 | Potency, µM (series often up to 107 µM), without a hit: at the highest dose activity, negative = inhibition, most hits filed as inhibitors; also: potency is read from the fitted curve at half-maximal effect; % is scaled to controls: 0 for no effect and ±100 for the full control effect
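First, compounds were pin-transferred onto 10 nM Pol kappa. After 15 min at room temperature, substrate was added to 50 nM final. Fluorescence was then measured kinetically at 0 and 10 min.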
ALOX12 inh: ALOX12 (human) lipoxygenase inhibition; purified 12hLO, xylenol orange hydroperoxide absorbance; Potency, µM (doses to about 108 µM), for the others: at the top dose activity change, negative = inhibition, actives largely listed as inhibitors; hit rate 1.1% among 580,000; also: potency is read from the fitted curve at half-maximal effect; % is scaled to controls: 0 for no effect and ±100 for the full control effect
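Purified human 12hLO (150 nM final) in 25 mM Hepes, 0.01% Triton X-100, pH 7.0 was preincubated 15 min at room temperature with compound. Then 40 uM arachidonic acid was added, 30 min. Hydroperoxide was read by Fe-XO absorbance ratio 573/405 nm.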
Pol beta inh: DNA polymerase beta (human) inhibition; P06746; Pol beta primer extension/strand displacement, fluorescence kinetic; Potency, µM (top dose mostly 114 µM), without a hit: top-dose activity change, negative = inhibition, most hits filed as inhibitors; hit rate 1.3% among 340,000; AID 485314; also: potency is read from the fitted curve at half-maximal effect; % is scaled to controls: 0 for no effect and ±100 for the full control effect
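Curves were derived by four-parameter Hill fits of normalized qHTS data. The kinetic fluorescent primer-extension read was taken at 0 and 10 min after 50 nM substrate, following a 15 min room-temperature preincubation of 10 nM enzyme with compounds.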
Pol eta inh: DNA polymerase eta (human) inhibition. AID 588591. recombinant Pol eta, fluorescent DNA replication assay. Potency, µM (doses to about 114 µM), without a hit: top-dose activity change, negative = inhibition, usual class: inhibitors. hit rate 1.2% among 390,000; also: potency is read from the fitted curve at half-maximal effect; % is scaled to controls: 0 for no effect and ±100 for the full control effect
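Pol eta (10 nM) was preincubated with compounds for 15 min at room temperature, after which fluorescent replication substrate (50 nM final) was added to start the reaction. Fluorescence was read kinetically at 0 and 10 min.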
ERG-DNA inh: blocks human ERG Ets domain binding to DNA. P11308. fluorescence polarization, His-ERG Ets domain / labelled DNA. Potency, µM (top dose mostly 76.9 µM), inactives show top-dose FP activity, negative = inhibition, usual class: inhibitors. hit rate 0.028% among 370,000. AID 624246; active = well fitted inhibition curve with a large enough effect in the polarisation, with a control signal flat; inconclusive = small, poorly fitted or top-dose-only effect, or effect the other way, or a change in a side signal; inactive = no such curve, though single readings can be large or run the other way; the % refers to the polarisation;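 also: polarization taken with two DNA probes labelled with fluorescein and Texas red; potency is read from the fitted curve at half-maximal effect; % of control where 0% means no effect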
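His-tagged ERG Ets domain (1 uM in the protein solution; 300mM KCl, 50mM Tris-HCl, 1mM EDTA, 1mM DTT, pH 7.5) received compound, then a probe mix of 5 nM fluorescein-DNA and 100nM Texas-615-DNA. Fluorescence polarization was read for both dyes.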
RGS4 inhibitor: blocks human RGS4-accelerated GTP hydrolysis | P49798 | Transcreener GDP fluorescence polarization, RGS4-accelerated GTP hydrolysis | Potency, µM (highest dose often 114 µM), for inactives: at the top dose activity change, negative = inhibition, usual class: inhibitors | hit rate 0.039% among 390,000; also: potency is read from the fitted curve at half-maximal effect; % is scaled to controls: 0 for no effect and ±100 for the full control effect; nearly all actives have a fitted effect of over 75% in size; some results filed as inactive show a strong effect at the top dose
Target sequence (P49798 whole entry, looked up): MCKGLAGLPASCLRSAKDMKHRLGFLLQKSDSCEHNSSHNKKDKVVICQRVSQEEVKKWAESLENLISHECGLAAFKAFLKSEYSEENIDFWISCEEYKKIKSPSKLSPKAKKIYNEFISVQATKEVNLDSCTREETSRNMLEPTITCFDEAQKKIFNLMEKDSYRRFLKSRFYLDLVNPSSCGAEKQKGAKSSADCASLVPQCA
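MLSMR compounds (23 nl, pin-transferred) preincubated 10 min at room temperature with a 500nM (2x) first reagent, then RGS4 at 900nM (2x) plus Transcreener GDP mix added; fluorescence polarization (620/688 nm) read before and after 90 min at 30 °C.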
APEX1 inh: inhibitors of human APE1 endonuclease | hit rate 0.35% among 350,000 | recombinant APE1, TAMRA/BHQ-2 abasic DNA cleavage fluorescence | P27695 | Potency, µM (top dose mostly 65.8 µM), inactives show at the highest dose activity change, negative = inhibition, hits mostly inhibitors;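 also: potency is read from the fitted curve at half-maximal effect; plate controls were vehicle for no effect and reference inhibitor for full effect; nearly all actives have a fitted effect of over 55% in size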
Target sequence (P27695 whole entry, looked up): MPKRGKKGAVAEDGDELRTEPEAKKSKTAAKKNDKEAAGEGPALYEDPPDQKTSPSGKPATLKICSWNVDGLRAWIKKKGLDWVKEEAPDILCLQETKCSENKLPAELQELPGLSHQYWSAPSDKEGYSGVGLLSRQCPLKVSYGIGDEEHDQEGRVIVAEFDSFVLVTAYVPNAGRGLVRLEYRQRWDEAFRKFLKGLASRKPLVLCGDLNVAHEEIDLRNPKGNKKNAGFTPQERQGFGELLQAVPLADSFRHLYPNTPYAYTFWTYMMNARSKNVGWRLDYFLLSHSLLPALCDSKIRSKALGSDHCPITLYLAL
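0.75 nM APE1 + cpd, 15 min RT; start w/ 50 nM TAMRA/BHQ-2 THF-abasic dsDNA; kinetic fluor 525/598 nm ×3 reads @60 s; Δ(read3−read1); normalized to DMSO and NSC13755 control wells.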
Numbers without * were called inactive; & = joins results of further samples; [ ] = another dose, or the depositor's remark. Unless noted, calls follow the shape of the dose curve; as a rule, active = well fitted curve in the direction sought with a large enough effect; inconclusive = small, poorly fitted or top-dose-only effect, or another doubt; inactive = no such curve, though single readings can be large; an effect the other way counts as inactive or inconclusive. Not all compounds are listed (hit frequency here may not be typical).

Screening CC(/C=C1\SC(=S)N(CC(=O)O)C1=O)=C\c1ccccc1 returned Apoferritin bind 4%, LDHA block -3, Pol kappa inh -2%[60.1 µM], ALOX12 inh 29%, Pol beta inh 1%, Pol eta inh inconclusive, ERG-DNA inh -13%, RGS4 inhibitor -25% and APEX1 inh 10%.
Screening CCOc1ccc(CCNC(=O)c2ccc3ccccc3n2)cc1OCC returned Apoferritin bind inconclusive, LDHA block 0, Pol kappa inh -3%, ALOX12 inh 80%, Pol beta inh 4%, Pol eta inh -19%, ERG-DNA inh 2%, RGS4 inhibitor -2% and APEX1 inh -15%.
O=C(Nc1c2c(nn1-c1ccc(F)cc1)CSC2)c1ccc(S(=O)(=O)N2CCOCC2)cc1 was read as Apoferritin bind -6%, LDHA block -15, Pol kappa inh -16%, Pol beta inh 10%, Pol eta inh -15%, ERG-DNA inh -1%, RGS4 inhibitor 21% and APEX1 inh -9%.
CCN(CC)c1ccc(NC(=O)c2ccc(=O)[nH]c2)cc1S(=O)(=O)Nc1ccccc1OC was read as Apoferritin bind -17%, LDHA block 6, Pol kappa inh -5%, ALOX12 inh inconclusive, Pol beta inh inconclusive, Pol eta inh -18%, ERG-DNA inh 5%, RGS4 inhibitor inconclusive and APEX1 inh -8%.
CCC1Sc2ccc(S(=O)(=O)CCC(=O)Nc3cccc(Br)c3)cc2NC1=O (centres undefined) was read as Apoferritin bind -10%, LDHA block -3, Pol kappa inh -13%, ALOX12 inh -24%, Pol beta inh inconclusive, Pol eta inh -10%, ERG-DNA inh 17%, RGS4 inhibitor -42%[56.9 µM] and APEX1 inh 3%.
`COc1ccc(NC2=C(c3ccccc3)C(=O)c3ccccc32)cc1Cl` gave Apoferritin bind -22%, LDHA block 5, Pol kappa inh 6%, ALOX12 inh -11%, Pol beta inh 5%, Pol eta inh -15%, ERG-DNA inh 9% and RGS4 inhibitor -13%.
For CCN(CC)S(=O)(=O)c1ccc(N/N=C(\C)c2ccncc2)c([N+](=O)[O-])c1 the results were Apoferritin bind -9%, LDHA block -14, Pol kappa inh -5%, ALOX12 inh -10%, Pol beta inh 1%, Pol eta inh 0%, ERG-DNA inh 5%, RGS4 inhibitor 6% and APEX1 inh 58%[activator].
Screening COc1nc(Cl)cn(-c2ccc(Cl)cc2)c1=O returned Apoferritin bind 38%[activator], LDHA block -21, Pol kappa inh -18%, ALOX12 inh -3%, Pol beta inh 9%, Pol eta inh -9%, RGS4 inhibitor -31% and APEX1 inh 5%.
Screening COc1ccc(/C=C(/NC(=O)c2ccccc2)C(=O)N/N=C/c2cccs2)cc1OC returned Apoferritin bind -9%, LDHA block -13, Pol kappa inh -6%, ALOX12 inh 9%[57.4 µM], Pol beta inh 11%, Pol eta inh -10%, ERG-DNA inh 1%, RGS4 inhibitor 4% and APEX1 inh -6%.
O=C(NCc1cccnc1)c1cnn2ccccc12 was read as Apoferritin bind -10%, LDHA block 2, Pol kappa inh 8%, ALOX12 inh 5%[57.4 µM], Pol beta inh 6%, Pol eta inh -17%, ERG-DNA inh 6%, RGS4 inhibitor -5% and APEX1 inh -3%.
For Fc1ccc(Sc2nc(-c3ccccc3)nnc2C(F)(F)F)cc1 the results were Apoferritin bind -11%, LDHA block -2, Pol kappa inh -14%, ALOX12 inh 0%, Pol beta inh -16%, Pol eta inh -14%, ERG-DNA inh -4%, RGS4 inhibitor 12%[11.4 µM] and APEX1 inh 2%.
Cc1noc(-c2ccccc2OC(=O)c2ccccc2)n1 was read as Apoferritin bind -22%, LDHA block -6, Pol kappa inh -8%, ALOX12 inh 0%, Pol beta inh 6%, Pol eta inh -10%, ERG-DNA inh 0%, RGS4 inhibitor -27% and APEX1 inh -5%.
Screening c1ccc2nc(-c3ccc(-n4ccnc4)cc3)ccc2c1 returned Apoferritin bind -2%, LDHA block -5, Pol kappa inh -6%, ALOX12 inh 13%, Pol beta inh -2%, Pol eta inh -1%, ERG-DNA inh 4%, RGS4 inhibitor 42% and APEX1 inh 20%.
Screening N=c1oc2ccccc2cc1C(=O)NC1CCCCCC1 returned Apoferritin bind -21%, LDHA block -4, Pol kappa inh 3%, ALOX12 inh 6%, Pol beta inh 7%, Pol eta inh -10%, ERG-DNA inh -5%, RGS4 inhibitor -5% and APEX1 inh 46%[activator].
`CC1=C(C(N)=O)C(c2cccc(F)c2)n2nc(SCc3ccccc3)nc2N1` (centres undefined) gave Apoferritin bind -11%, LDHA block -1&-5, Pol kappa inh -13%[60.1 µM], ALOX12 inh -30%&-24%, Pol beta inh -29%, Pol eta inh 11%, ERG-DNA inh -1% and RGS4 inhibitor -4%.
CCOc1ccc(CN2CCN(S(=O)(=O)c3ccc(NC(C)=O)cc3)CC2)cc1 was read as Apoferritin bind -1%, LDHA block -15, Pol kappa inh -5%, ALOX12 inh -3%, Pol beta inh 0%, Pol eta inh -22%, ERG-DNA inh -2%, RGS4 inhibitor 1% and APEX1 inh 17%.
Screening Cn1cc([N+](=O)[O-])c(C(=O)Nc2cc(Oc3cccnc3)cc([N+](=O)[O-])c2)n1 returned Apoferritin bind -19%, LDHA block -7, Pol kappa inh -6%, ALOX12 inh inconclusive, Pol beta inh 8%, Pol eta inh -12%, ERG-DNA inh -7%, RGS4 inhibitor -44% and APEX1 inh -4%.
For O=C(CSc1nc2nn(-c3ccccc3)c(=O)c-2c2n1CCCCC2)Nc1ccc(F)c(F)c1 the results were LDHA block 8, Pol kappa inh -1%, ALOX12 inh -15%, Pol eta inh -20%, ERG-DNA inh 9%, RGS4 inhibitor -7% and APEX1 inh -8%.
`Cc1nn(C)c(C)c1S(=O)(=O)N(CC(=O)Nc1ccccn1)c1ccc(C(C)C)cc1` gave Apoferritin bind 11%, LDHA block -2, Pol kappa inh 2%, ALOX12 inh 15%, Pol beta inh -4%, Pol eta inh -22%, ERG-DNA inh -6%, RGS4 inhibitor -3% and APEX1 inh 2%.
`COc1ccccc1N1CCN(Cc2ccc(C(=O)O)cc2)CC1` gave Apoferritin bind -3%, LDHA block -2, Pol kappa inh -2%, ALOX12 inh 12%, Pol beta inh 21%, Pol eta inh -12%, ERG-DNA inh 7%, RGS4 inhibitor inconclusive and APEX1 inh 51%[activator].
Screening CCC(=O)c1ccc(N2CCCCCC2)c(F)c1 returned Apoferritin bind inconclusive, LDHA block -3, Pol kappa inh -12%, ALOX12 inh 10%, Pol beta inh 4%, Pol eta inh -1%, ERG-DNA inh 3%, RGS4 inhibitor -22% and APEX1 inh -1%.
Screening Cc1ccc(OCC(=O)Nc2ccc3nc(SCCOc4ccccc4)sc3c2)cc1 returned Apoferritin bind 7%, LDHA block -5, Pol kappa inh -7%, ALOX12 inh -6%, Pol beta inh 3%, Pol eta inh -8%, ERG-DNA inh -7% and RGS4 inhibitor 23%.
Screening CCn1c(CN2CCCCC2)nc2cc(NC(=O)c3cccc([N+](=O)[O-])c3)ccc21 returned Apoferritin bind inconclusive, LDHA block 1, Pol kappa inh 1%, ALOX12 inh -9%, Pol beta inh -6%, Pol eta inh -2%, ERG-DNA inh 4% and RGS4 inhibitor 10%.
For COc1ccc(CCNC(=O)c2cccc(NC3=NC4CS(=O)(=O)CC4S3)c2)c(OC)c1 (centres undefined) the results were Apoferritin bind -13%, LDHA block -1, Pol kappa inh -28%, ALOX12 inh 47%[activator], Pol beta inh inconclusive, Pol eta inh -16%, ERG-DNA inh 14%, RGS4 inhibitor -5% and APEX1 inh 52%[activator].
For Cc1ccn2c(Nc3ccc(C(C)C)cc3)c(-c3cccs3)nc2c1 the results were Apoferritin bind -13%, LDHA block -7, Pol kappa inh -4%, ALOX12 inh -21%, Pol beta inh 13%, Pol eta inh -17%, ERG-DNA inh -6% and RGS4 inhibitor -24%.
Screening Cc1nnnn1CC(=O)Nc1ccccc1[N+](=O)[O-] returned Apoferritin bind 2%, LDHA block -5, Pol kappa inh -26%, ALOX12 inh 14%, Pol beta inh 18%, Pol eta inh -13%, ERG-DNA inh -2%, RGS4 inhibitor -30% and APEX1 inh 2%.
COc1ccc(CNC(=O)Cn2ccc(N)nc2=O)cc1 was read as LDHA block -11, Pol kappa inh -3%, ALOX12 inh -23%, Pol eta inh 3%, ERG-DNA inh 6%, RGS4 inhibitor 10% and APEX1 inh 7%.
`COc1ccc(CC(=O)OCC(=O)NC2CCCCC2)cc1OC` gave LDHA block -4, Pol kappa inh -7%, ALOX12 inh -10%, Pol eta inh -6%, ERG-DNA inh 0%, RGS4 inhibitor -8% and APEX1 inh 20%.
For COc1ccc(-c2cc(C)no2)cc1S(=O)(=O)N(C)c1ccc(C)c(C)c1 the results were Apoferritin bind 48%[activator], LDHA block -17, Pol kappa inh -11%, ALOX12 inh -1%, Pol beta inh 12%, Pol eta inh -4%, ERG-DNA inh -12%, RGS4 inhibitor 5% and APEX1 inh 3%.
